Assay outcomes from PubChem.
UPR XBP1 act – adaptive UPR (XBP1) activation; actives 0.33% (n = 330,000); activation, % at 20 µM; CHO-XBP1 luciferase reporter, IRE1-XBP1 UPR activation, luminescence; percent of tunicamycin response, DMSO as zero;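 active = versus positive control, 20 µM dose yields 30% or more activation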;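 note: 100% = tunicamycin at 10 µg/mL and 0% = DMSO only wells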
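Material: CHO-XBP1 cells stably carrying IRE1-XBP1-driven luciferase reporter | Medium: F12 with 10% serum | Compound dosing: 20 µM single concentration, DMSO 1% | Incubation: Overnight seeding at 37 °C, 6 h compound treatment at 37 °C | Detection: Steady-Glo luminescence read | Read-out basis: % activation of reporter signal versus tunicamycin and DMSO controls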
UPR CHOP act – apoptotic UPR (CHOP) activation; CHO-CHOP luciferase reporter, luminescence; percent of tunicamycin response over DMSO baseline; activation, % at 10 µM; actives 0.34% (n = 330,000);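 active = at 10 µM dose, activation of 40% or more, normalized to positive control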;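 note: 100% = tunicamycin at 10 µg/mL and 0% = DMSO alone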
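assay system = CHO CHOP reporter cells | amount = 500 CHO-CHOP cells per well | buffer or medium = F12 with 10% FBS | incubation = 16-18 h cell attachment, then 6 h compound exposure, 37 °C | detection = luminescence read with Steady-Glo | read-out = percent activation relative to tunicamycin control | controls = tunicamycin high control, DMSO low control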
GRIN3A LBD mod – modulates the human NR3A ligand-binding domain; NR3A LBD differential scanning fluorimetry, Tm shift; 0% = protein alone, 100% = glycine-bound protein; Tm shift relative to glycine control, % at 25 µM; actives 2.5% (n = 340,000); AID 1259313;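 active = melting temperature shift of at least 10% of the positive control shift, at one fixed dose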
Mdm2-MdmX inh – human Mdm2/MdmX binding inhibition | O15151+Q00987 | SaOS-2 split-luciferase Mdm2/MdmX complementation, luminescence | inhibition, % at 8 µM | actives 3% (n = 330,000) | AID 485346;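 active = inhibition of at least 50% at 8 µM in the primary screen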
Target sequence (O15151 whole entry, looked up): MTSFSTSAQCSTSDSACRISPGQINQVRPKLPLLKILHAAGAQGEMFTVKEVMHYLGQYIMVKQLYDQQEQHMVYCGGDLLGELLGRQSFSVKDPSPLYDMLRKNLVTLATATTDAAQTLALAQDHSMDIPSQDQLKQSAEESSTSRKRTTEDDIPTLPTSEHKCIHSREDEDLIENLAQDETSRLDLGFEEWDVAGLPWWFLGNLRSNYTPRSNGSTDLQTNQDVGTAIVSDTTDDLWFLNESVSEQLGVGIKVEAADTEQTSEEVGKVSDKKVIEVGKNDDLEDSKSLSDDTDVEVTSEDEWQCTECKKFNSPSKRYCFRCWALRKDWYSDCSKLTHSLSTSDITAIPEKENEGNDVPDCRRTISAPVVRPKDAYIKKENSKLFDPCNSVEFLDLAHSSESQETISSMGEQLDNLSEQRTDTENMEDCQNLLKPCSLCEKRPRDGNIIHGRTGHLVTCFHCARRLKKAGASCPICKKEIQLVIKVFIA
Target sequence (Q00987 whole entry, looked up): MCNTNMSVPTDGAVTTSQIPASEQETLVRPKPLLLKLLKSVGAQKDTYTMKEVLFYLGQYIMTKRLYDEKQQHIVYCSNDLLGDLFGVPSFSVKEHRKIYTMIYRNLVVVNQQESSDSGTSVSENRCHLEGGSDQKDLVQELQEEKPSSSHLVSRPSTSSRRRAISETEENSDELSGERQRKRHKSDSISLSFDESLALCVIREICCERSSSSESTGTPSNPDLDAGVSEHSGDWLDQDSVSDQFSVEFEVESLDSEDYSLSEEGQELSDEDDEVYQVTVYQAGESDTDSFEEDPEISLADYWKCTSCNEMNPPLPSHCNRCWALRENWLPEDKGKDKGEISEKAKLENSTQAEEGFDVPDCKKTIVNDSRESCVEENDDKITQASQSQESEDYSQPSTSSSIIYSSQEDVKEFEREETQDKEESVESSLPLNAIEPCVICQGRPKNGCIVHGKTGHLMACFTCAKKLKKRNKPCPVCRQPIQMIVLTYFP
NLRP3 yeast inh – NALP3 inhibition in yeast | Yeast reconstituted NLRP3/ASC/caspase-1, beta-gal luminescence, 24 h | inhibition, % at 10 µM | actives 0.39% (n = 330,000) | AID 2825;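 active = inhibition of 50% or more; inactive = inhibition below 50%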;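 note: plate controls were induced DMSO wells for no effect and uninduced yeast grown without galactose for full effect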
tim10-1 inh – growth inhibitors of tim10-1 mutant yeast. actives 2.2% (n = 330,000). S. cerevisiae tim10-1 ts strain growth, BacTiter-Glo, 24 h. AID 463190. inhibition, % at 20 µM;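 active = inhibition of at least 40%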;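 note: mutant grown at 25 °C; 0% = DMSO wells with yeast and 100% = wells holding no yeast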
TIM10 inh – TIM10 yeast growth inhibition; S. cerevisiae TIM10 strain growth, BacTiter-Glo luminescence, 24 h; inhibition, % at 10 µM; actives 1.4% (n = 330,000); AID 463195;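 active = inhibition of 40% or more at the single tested concentration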;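 note: wild-type TIM10 isogenic control strain grown at permissive 25 °C; 0% = DMSO yeast wells and 100% = minimal medium wells without yeast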
APJ ag – activates the human apelin receptor APJ. P35414. CHO-K1 APJ PathHunter beta-arrestin, luminescence; 0% DMSO wells, 100% apelin. activation, % at 20 µM. actives 0.11% (n = 330,000);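 active = activation more than six SD over the plate average, tested at 20 µM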;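 note: 0% = DMSO alone and 100% = apelin-13 at 10 nM; some results filed as inactive read as strong as hits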
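Assay system: engineered CHO-K1 APJ arrestin reporter cells; Amount: 1000 CHO-K1 reporter cells seeded per well; Dosing: one dose, 20 µM compound, 1% DMSO; Times: compound stimulation 90 min at 25 °C, detection 60 min; Measured by: luminescent beta-gal fragment complementation, chemiluminescent substrate; Read-out: APJ–arrestin association signal; Controls: DMSO vs Apelin-13 10 nM.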
tim23-1 inh – inhibits growth of tim23-1 mutant yeast; S. cerevisiae tim23-1 growth, BacTiter-Glo luminescence, 24 h; inhibition, % at 20 µM; actives 1.3% (n = 330,000);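 active = growth inhibition of the mutant yeast at or above 50%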;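 note: temperature-sensitive mutant grown at 25 °C; plate controls were DMSO-treated mutant yeast for no effect and medium wells lacking yeast for full effect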
Active calls of the source: *.

SMILES | UPR XBP1 act | UPR CHOP act | GRIN3A LBD mod | Mdm2-MdmX inh | NLRP3 yeast inh | tim10-1 inh | TIM10 inh | APJ ag | tim23-1 inh
C=CCSc1nnc(NC(=O)c2cccc(S(=O)(=O)N(C)c3ccccc3)c2)s1 | -2 | -0.2 | -5 | 18 | 2 | 5 | 2 | -4 | 8
CCOc1ccccc1NC(=O)CCNS(=O)(=O)c1ccc(NC(C)=O)cc1 | -2 | 1.5 | 0 | -14 | 13 | 2 | 2 | -2 | -6
C=CCN1C(=O)C(C)(C)Nc2ccccc21 | 1 | 0.0 | 0 | 13 | -1 | 7 | -2 | -4 | 3
CN1C(=O)[C@@H]2[C@H](C1=O)[C@@H]1C(=O)Nc3ccccc3C(=O)N1[C@@H]2c1ccc(Br)cc1 | -1 | -0.9 | -1 | 10 | 12 | 6 | -6 | -3 | 16
O=C(NN=C1CCCCCC1)c1cc2ccccc2cc1O | -3 | 1.3 | -2 | 41 | 0 | 5 | 13 | 11 | 17
CS(=O)(=O)c1nc(S(=O)(=O)c2ccc(Cl)cc2)c(NCCCN2CCOCC2)s1 | -4 | 3.3 | -1 | 17 | 5 | -18 | -7 | -3 | -22
Cc1cc(N/N=C/c2ccc(O)cc2O)nc(N2CCOCC2)n1 | 5 | 3.1 | 0 | -6 | 8 | -9 | -1 | 2 | 5
OCCC1CN(Cc2ccc3nsnc3c2)CCN1C1CCCCC1 (centres undefined) | 2 | -0.8 | -18 | -5 | 18 | 11 | -9 | -2 | 12
CC1Cc2ccccc2N1CC(=O)NCc1ccccc1Cl (centres undefined) | -1 | -0.7 | 2 | 11 | 3 | -2 | 2 | -3 | 24
COCCn1nnnc1C(CC(C)C)N1CCN(c2ccccc2)CC1 (centres undefined) | -2 | -2.0 | 0 | 11 | 0 | 19 | 17 | -9 | 16
COc1ccc(C(CNC(=O)c2ccccc2SC)N(C)C)cc1 (centres undefined) | -1 | 0.6 | 0 | -14 | -6 | 12 | -17 | -3 | 9
Cc1ccc(C(=O)Nc2ccc(S(=O)(=O)N3CCc4ccccc4C3)cc2)o1 | 1 | -2.2 | -6 | -7 | 13 | 18 | 12 | 0 | 14
CC12c3ccccc3C(c3ccccc31)C1C(=O)N(Cc3cccnc3)C(=O)C12 (centres undefined) | 1 | 1.2 | -1 | 2 | 21 | 17 | 14 | 4 | 28
O=C(O)c1ccc2c(=O)n3c(nc2c1)/C(=C/c1ccc(F)cc1)CC3 | -8 | -2.5 | 0 | 11 | -4 | 17 | -15 | 0 | 0
Cc1ccc(O)c(C2=NCCNC(C(F)(F)C(F)F)=C2)c1 | -3 | 0.8 | 0 | 20 | -11 | 5 | 8 | -2 | 2
Cc1cc2c(N3CCCCC3C)ncnc2s1 (centres undefined) | -4 | 2.3 | 7 | 29 | 15 | 0 | -15 | 0 | 28
CCCOc1ccc([N+](=O)[O-])c(N)c1 | -1 | -0.1 | 3 | -19 | 24 | 25 | -11 | 3 | 6
Cn1c(NCc2ccccc2O)nc2ccccc21 | 2 | 5.1 | 2 | -22 | 13 | 15 | -1 | -5 | 5
COc1cc(OCC(N)=O)cc(OC)c1OC | -2 | 2.2 | 5 | 25 | 12 | 13 | -14 | 1 | 13
O=C(NCCc1csc(-c2cccc(F)c2)n1)c1ccco1 | -3 | -0.4 | 0 | 5 | 35 | 26 | -7 | 0 | 20
Cc1cc(NC(=O)CSc2nc3sc(C)c(C)c3c(=O)n2C2CCCC2)no1 | 58* | 3.8 | -1 | 40 | 6 | 7 | -2 | 1 | -4
COc1ccc(CC(=O)NNc2ncnc3c2cnn3Cc2ccccc2)cc1OC | 1 | -0.9 | 2 | 31 | 22 | -2 | -11 | -9 | 5
CCOC(=O)c1[nH]c(C(=O)O)c(CCN(CC)CC)c1C | -3 | -1.3 | 0 | 5 | 14 | 3 | 2 | -1 | 3
O=C(COc1ccc(F)cc1)NNC(=O)Cn1ccc(C(F)(F)F)n1 | 5 | 1.4 | -1 | 12 | 11 | -49 | -6 | -3 | -17
O=C(NCCC(=O)N1CCc2ccccc21)c1ccco1 | 5 | 5.7 | -1 | -36 | 17 | -10 | 3 | -2 | 5
Cc1ccc(Cl)cc1NC(=O)C1COc2ccccc2O1 (centres undefined) | -3 | 5.8 | 0 | 15 | 18 | 1 | 2 | -2 | 14
CC1(C)CC(=O)C2=C(C1)N(C1CCCCC1)C(=O)C2(O)C(F)(F)F (centres undefined) | 0 | 2.8 | -2 | -24 | 3 | 7 | -7 | -1 | -1
C=CCn1c(SCC(=O)NC(=O)NCc2ccco2)nc2sc(C)c(C)c2c1=O | 2 | 2.1 | -1 | 15 | 12 | 20 | -9 | -5 | -12
CCc1ccc(C(=O)N/N=C(\C)c2ccncc2)s1 | 1 | 5.3 | 1 | -25 | 3 | 2 | 9 | 5 | 12
CC(C)c1ccc(N(CC(=O)NCc2ccco2)C(=O)CCC(=O)Nc2ccccn2)cc1 | 1 | -0.6 | -2 | 11 | 24 | 0 | 5 | 1 | 1
O=C(Nc1ccccc1)Nc1ccc(S(=O)(=O)N2CCCCC2)cc1 | 2 | -1.3 | 22* | 34 | 7 | 43* | 51* | 4 | 35
COc1ccc(CN2CC[C@H]3C=CC[C@@H](C(=O)N4CCOCC4)[C@H]3C2=O)cc1OC | -3 | -1.9 | 2 | 5 | -9 | 7 | 3 | 3 | 13
CCOC(=O)N1CCN(C(=O)CNC2CCCCCCC2)CC1 | 0 | 0.9 | 1 | 7 | 10 | 11 | -7 | -5 | -5
CCc1ccc(NC(=O)C2CC(=O)N=C(N)S2)cc1 (centres undefined) | -2 | -0.2 | -3 | 9 | 5 | 6 | 0 | -2 | 14
COC(=O)c1sccc1NC(=S)NCc1ccc(Cl)cc1 | 1 | 0.5 | -2 | 12 | 4 | 27 | 39 | 0 | 62*
COc1ccc(C2C(C(=O)O)c3ccccc3C(=O)N2Cc2ccco2)cc1 (centres undefined) | -3 | -0.1 | 1 | 39 | 13 | -12 | -5 | 1 | 3

Two consecutive compounds out of the list so far, quoted:
SMILES | UPR XBP1 act | UPR CHOP act | GRIN3A LBD mod | Mdm2-MdmX inh | NLRP3 yeast inh | tim10-1 inh | TIM10 inh | APJ ag | tim23-1 inh
COC(=O)c1sccc1NC(=S)NCc1ccc(Cl)cc1 | 1 | 0.5 | -2 | 12 | 4 | 27 | 39 | 0 | 62*
COc1ccc(C2C(C(=O)O)c3ccccc3C(=O)N2Cc2ccco2)cc1 (centres undefined) | -3 | -0.1 | 1 | 39 | 13 | -12 | -5 | 1 | 3

Carrying on:
SMILES | UPR XBP1 act | UPR CHOP act | GRIN3A LBD mod | Mdm2-MdmX inh | NLRP3 yeast inh | tim10-1 inh | TIM10 inh | APJ ag | tim23-1 inh
COc1ccc(-n2cc(-c3ccccc3)c3c(N4CCOCC4)ncnc32)cc1 | 8 | -2.1 | 0 | 74* | 10 | 25 | 9 | -4 | 19
Nc1nc(SCc2ccc(Cl)cc2)[nH]c(=O)c1-c1ccccc1 | 3 | 0.5 | -1 | 0 | -13 | 15 | 27 | 5 | 9
CC(=O)N1N=C(c2ccc(Cl)cc2)CC1c1ccc([N+](=O)[O-])cc1 (centres undefined) | -5 | 0.1 | 2 | 9 | 12 | 26 | 19 | -1 | 33
CN(CC(=O)Nc1cccc(F)c1)C(=O)c1cccc(-n2cccc2)c1 | -4 | -1.2 | 0 | 0 | 24 | 13 | -4 | -4 | 2
CN(C)/C=N/c1cc(=O)n(C)c(=O)n1CC1CC1 | 1 | -0.8 | -2 | -37 | 10 | 2 | -1 | 5 | -10
O=C(Cn1cc(/C=N/O)c2ccccc21)N1CCOCC1 | -1 | 0.9 | -15 | 7 | 4 | 5 | 7 | -2 | -1
O=C(COC(=O)c1ccc2c(c1)OCCO2)NCc1ccccc1Cl | -2 | 1.0 | 1 | 6 | 9 | -16 | -15 | -3 | 13
Cc1ccc(NC(=O)C2CC(=O)n3c(nc4ccccc43)N2)cc1Cl (centres undefined) | -2 | 0.7 | 0 | 34 | -7 | 16 | 11 | -3 | -18
COc1cc(NC(=O)c2ccccc2)c(OC)cc1NC(=O)Cc1ccc(C)cc1 | 1 | 0.4 | -1 | 4 | 29 | 1 | -6 | 2 | 1
COc1cccc2c(C)cc(N3CCCCCC3)nc12 | -7 | -0.6 | 2 | 9 | 47 | -7 | -15 | -1 | 1
C/C(=N\NC(=O)c1nnn(-c2nonc2N)c1-c1cccs1)c1cccnc1 | -3 | 0.1 | -3 | -1 | 10 | 7 | -11 | 3 | 1
COc1cc(C(=O)NC(=S)Nc2csc(-c3ccc(F)cc3)n2)cc(OC)c1OC | -4 | -0.5 | -7 | 18 | 22 | -23 | 23 | -3 | 0

An excerpt from above in order of their number in NLRP3 yeast inh, descending.
smiles	NLRP3 yeast inh
COc1cccc2c(C)cc(N3CCCCCC3)nc12	47
Cn1c(NCc2ccccc2O)nc2ccccc21	13
O=C(Cn1cc(/C=N/O)c2ccccc21)N1CCOCC1	4

The listing continues:
SMILES | UPR XBP1 act | UPR CHOP act | GRIN3A LBD mod | Mdm2-MdmX inh | NLRP3 yeast inh | tim10-1 inh | TIM10 inh | APJ ag | tim23-1 inh
COc1ccc(S(=O)(=O)NCCSCc2ccco2)cc1Cl | -2 | 2.5 | -29 | 17 | 3 | 19 | -6 | -3 | 25
Cc1ccc(-c2nn(C)c(=O)c3ccccc23)cc1CNC(=O)c1ccco1 | -2 | -1.2 | 1 | 21 | -1 | 10 | 11 | -4 | 10
Cc1cc(N)n2ncc(-c3ccc(F)cc3)c2n1 | 3 | 7.9 | -2 | -40 | 17 | 50* | 24 | -2 | 40
N#C/C(=C(/O)CCl)c1nc2c(s1)CCc1ccccc1-2 | 10 | 5.1 | 0 | 20 | 11 | 21 | 21 | 2 | 26
Cc1ccc(NC(=O)CN(C)C(=O)c2cc(C)on2)cc1 | -1 | 0.0 | 0 | -5 | 6 | -9 | -6 | 1 | -2
Cc1ccc(NC(=O)c2ccc(NCc3ccc(F)cc3)nc2)cc1 | -1 | 2.4 | -4 | 12 | 17 | -12 | 21 | -3 | 5
C[n+]1c2n(c3ccccc31)N=C(c1ccc(-c3ccccc3)cc1)CS2 | 16 | 13 | -1 | 80* | 10 | -3 | 8 | -5 | 60*
O=C(OCC(=O)N1CCN(C(=O)c2ccco2)CC1)c1cc(=O)c2ccccc2o1 | 0 | 0.2 | -3 | 25 | 14 | -3 | -4 | -3 | 10
Cc1cccc(NC(=O)CN2C(=O)c3ccccc3S2(=O)=O)n1 | -1 | -0.1 | 0 | 2 | 17 | 12 | -4 | 0 | 14
CC(=O)Nc1ccc(S(=O)(=O)N(C)Cc2ccccc2)cc1 | -4 | 0.2 | -3 | -9 | 13 | 28 | 8 | -1 | 7
Cc1ccc(S(=O)(=O)NNC(=O)C(=O)NNS(=O)(=O)c2ccc(C)cc2)cc1 | 0 | -0.2 | -1 | -6 | 9 | 4 | 11 | -4 | -1
O=C1c2ccccc2N2C(=O)c3ccccc3C2N1Cc1ccccc1 (centres undefined) | 3 | 0.2 | 0 | 13 | -1 | 12 | 12 | -3 | 36
Cc1ccc(CS(=O)Cc2ccc(C(=O)NC3CCC(C)CC3)o2)cc1 (centres undefined) | 0 | 2.9 | -3 | 13 | 1 | 11 | 16 | 7 | 21
